FLuc counter = counter-screen for miR-21 project: firefly luciferase inhibitors or activators; purified FLuc, Km substrates, luminescence inhibition; Potency, µM (titrated, usually from 57.5 µM), without a hit: at the top dose activity change, negative = inhibition, hits mostly inhibitors; 6.9% of 360,000 active; AID 588342;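 note: plate controls were vehicle for no effect and reference inhibitor for full effect; nearly all actives have a fitted effect of over 55% in size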
Target sequence (P08659 whole entry, looked up): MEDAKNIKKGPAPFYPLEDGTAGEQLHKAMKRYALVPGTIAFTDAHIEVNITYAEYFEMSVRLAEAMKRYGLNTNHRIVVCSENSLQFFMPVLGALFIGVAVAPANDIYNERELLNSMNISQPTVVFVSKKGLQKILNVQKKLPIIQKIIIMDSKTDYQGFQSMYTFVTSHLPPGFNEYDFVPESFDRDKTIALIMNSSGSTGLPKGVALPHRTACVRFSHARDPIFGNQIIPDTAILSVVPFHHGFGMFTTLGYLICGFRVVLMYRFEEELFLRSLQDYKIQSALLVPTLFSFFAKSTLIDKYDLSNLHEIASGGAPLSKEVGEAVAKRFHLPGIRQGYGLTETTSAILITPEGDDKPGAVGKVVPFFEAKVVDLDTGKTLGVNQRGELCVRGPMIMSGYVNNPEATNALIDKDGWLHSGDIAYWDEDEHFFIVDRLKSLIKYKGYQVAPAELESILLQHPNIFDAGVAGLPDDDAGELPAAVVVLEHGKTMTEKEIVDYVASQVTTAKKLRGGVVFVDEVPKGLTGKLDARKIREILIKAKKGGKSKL
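Purified P. pyralis luciferase (10nM final) with 10uM D-luciferin and 10uM ATP (Km levels) in 50mM Tris acetate pH 7.5, 10mM Mg acetate, 0.01% Tween-20, 0.05% BSA; qHTS 6-point titration, ~60 µM downward; luminescence read.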
BRCA1 expr up = BRCA1 expression activation; MCF7-BRCA1-FFLuc reporter, luminescence, 48 h; response scale: scaled: vehicle 0%, 10 µM genistein 100%; Potency, µM (series often up to 46.1 µM), without a hit: at the top dose activation, actives largely listed as activators; 1.1% of 380,000 active; note: nearly all actives have a fitted effect of over 80% in size; some results filed as inactive show a strong effect at the top dose
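Luminescence from a BRCA1-driven firefly luciferase in MCF7 cells was read after 48 h compound exposure at 37 C. Data normalized against DMSO and a 10microM genistein activation control, then curve-fitted across the titration.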
NPC1 prom act = activators of NPC1 promoter; AID 485313; 2.4% of 320,000 active; Potency, µM (doses to about 9.22 µM), for the others: top-dose activation, most hits filed as activators; Huh7 NPC1 promoter luciferase reporter, 24 h;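 note: % of control where 0% means no effect; nearly all actives have a fitted effect of over 60% in size; reporter is driven by a mutant NPC1 promoter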
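NPC1 promoter–luciferase Huh7 cells; 24 h compound; luminescence.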
MBNL1 CUG block = MBNL1-poly(CUG) RNA binding inhibition | Q9NR56 | TR-FRET MBNL1-His/biotin-(CUG)12 binding, 665/545 ratio | Potency, µM (series often up to 57.5 µM), without a hit: top-dose activity change, negative = inhibition, most hits filed as inhibitors | 0.036% of 280,000 active | AID 2675; active = well fitted inhibition curve with a large enough effect in the signal ratio, with a control signal flat, not every such curve was filed as active; inconclusive = small, poorly fitted or top-dose-only effect, or effect the other way, or a change in a side signal; inactive = no such curve, though single readings can be large or run the other way; the % refers to the signal ratio; note: % is set by controls: 0 for no effect and ±100 for the full control effect
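TR-FRET between His-tagged MBNL1 and biotin-(CUG)12 RNA, detected with Tb anti-His antibody (0.055 ng/ul) and streptavidin-XL665 (5 nM), 60 min at room temperature. Compounds titrated 92 nM to 58 uM; 665/545 nm ratio normalized to buffer and complex controls.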
uPA surface inh = blocks generation of uPA at the cell surface | AID 540303 | 0.31% of 330,000 active | cell surface uPA generation assay, qHTS | Potency, µM (doses to about 38.3 µM), without a hit: at the highest dose activity change, negative = inhibition, usual class: inhibitors; active = well fitted inhibition curve with a large enough effect; inconclusive = small, poorly fitted or top-dose-only effect; inactive = no such curve, though single readings can be large or run the other way; tested in mouse RAW 264.7 cells; note: % is set by controls: 0 for no effect and ±100 for the full control effect; nearly all actives have a fitted effect of over 55% in size
VP16 counter = counter-screen for ROR gamma inhibitors: Gal4-VP16 reporter | Drosophila S2 Gal4-VP16 UAS-luciferase, luminescence, 20 h | Potency, µM (top dose mostly 53.6 µM), for inactives: top-dose activity, negative = inhibition, actives largely listed as inhibitors | 3.5% of 310,000 active;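 note: Gal4-VP16 expression switched on by copper sulfate through the metallothionein promoter; % is set by controls: 0 for no effect and ±100 for the full control effect; nearly all actives have a fitted effect of over 50% in size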
p53 reactivation = re-activators of mutant p53. 0.063% of 320,000 active. H1299 p53-A138V BP100-luciferase reporter, luminescence, 24 h. AID 504706. Potency, µM (doses to about 92.2 µM), for the others: at the top dose activity change, positive = activation, actives largely listed as activators; note: % of control where 0% means no effect; nearly all actives have a fitted effect of over 45% in size
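H1299 (p53-null), stable ts p53-A138V + BP100-Luc; 1000 cells/well, Opti-MEM/10% FBS; cpd 4 pt, 1:5; 24 h, 37 deg C, 5% CO2; detection reagent 10 min RT; luminescence.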
MLL CXXC-DNA inh = MLL CXXC-DNA interaction inhibition; Potency, µM (highest dose often 115 µM), without a hit: top-dose activity change, negative = inhibition, usual class: inhibitors; AID 2662; Q03164; MLL-CXXC / FITC-HOXA9 DNA fluorescence polarization; 0.037% of 290,000 active; active = well fitted inhibition curve with a large enough effect in the polarisation, with a control signal flat, not every such curve was filed as active; inconclusive = small, poorly fitted or top-dose-only effect, or effect the other way, or a change in a side signal; inactive = no such curve, though single readings can be large or run the other way; the % refers to the polarisation
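Purified MLL-CXXC (added from a 7 uM solution) was preincubated 5 min at ambient with pinned compounds in 50 mM Tris-HCl pH 7.5, 50 mM NaCl, 1 mM DTT, 0.05% BSA. Fluorescein-labeled HOX-A9 DNA (50 nM solution) followed, 30 min, then polarization read.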
RORgamma inh = blocks mouse ROR gamma transcriptional activity. P51450. Drosophila S2 Gal4-RORgamma UAS-luciferase reporter, 20 h. Potency, µM (titrated, usually from 53.6 µM), inactives show at the top dose activity change, negative = inhibition, usual class: inhibitors. 5.4% of 310,000 active. AID 2551; note: % is set by controls: 0 for no effect and ±100 for the full control effect; nearly all actives have a fitted effect of over 60% in size
Target sequence (P51450 whole entry, looked up, the tested form may be a part): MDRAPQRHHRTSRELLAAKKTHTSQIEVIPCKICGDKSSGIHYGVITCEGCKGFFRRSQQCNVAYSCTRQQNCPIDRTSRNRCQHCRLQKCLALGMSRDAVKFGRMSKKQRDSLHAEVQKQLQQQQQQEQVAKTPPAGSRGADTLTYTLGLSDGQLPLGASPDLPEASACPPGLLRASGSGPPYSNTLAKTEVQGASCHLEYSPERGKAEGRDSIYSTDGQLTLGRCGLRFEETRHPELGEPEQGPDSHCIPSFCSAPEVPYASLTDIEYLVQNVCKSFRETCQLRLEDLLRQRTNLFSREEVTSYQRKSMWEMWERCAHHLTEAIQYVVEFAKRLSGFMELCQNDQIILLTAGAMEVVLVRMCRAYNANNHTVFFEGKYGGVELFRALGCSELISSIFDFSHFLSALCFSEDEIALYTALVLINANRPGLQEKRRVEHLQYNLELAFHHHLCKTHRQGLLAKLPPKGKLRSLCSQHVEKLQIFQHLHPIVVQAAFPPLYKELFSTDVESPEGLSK
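Luciferase reporter read in Schneider cells carrying Gal4-RORγ (mouse) and UAS-Photinus luciferase; cells given compound 1 h before 700 uM copper sulfate induction, then incubated 20 h at ambient temperature.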
ELG1 genotox = induces genotoxicity in HEK293T cells with luciferase-tagged ELG1. Potency, µM (doses to about 46 µM), inactives show at the top dose activity change, positive = activation, usual class: activators. 1.3% of 330,000 active. HEK293T ELG1-luciferase reporter, luminescence, 16 h; note: % of control where 0% means no effect; nearly all actives have a fitted effect of over 60% in size
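16 hr compound incubation (37 °C, 5% CO2) of HEK293T cells carrying luciferase-tagged ELG1; luciferase then measured by ONE-Glo luminescence after 30 min at RT.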
Rab9 prom act = activates the Rab9 promoter. Huh7 Rab9 promoter-luciferase reporter, luminescence, 24 h. Potency, µM (titrated, usually from 9.22 µM), without a hit: top-dose activation, negative = inhibition, actives largely listed as activators. 2.8% of 320,000 active; note: % of control where 0% means no effect; nearly all actives have a fitted effect of over 60% in size
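Luminescence from Amplite-detected luciferase (10 minutes, ambient) reports Rab9 promoter activation. Before that, stable Rab9-luciferase Huh7 cells (1500/well, reduced-serum OP-MEM I plus 10% FBS) were exposed to compound for 24 hours at 37C.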
Active calls of the source: *; ? = inconclusive; . = no result given; ! = a repeat was not active; [ ] = remark or other dose. Unless noted, calls come from the whole dose curve; as a rule, active = well fitted curve in the direction sought with a large enough effect; inconclusive = small, poorly fitted or top-dose-only effect, or another doubt; inactive = no such curve, though single readings can be large; an effect the other way counts as inactive or inconclusive. Potency is the fitted concentration of half-maximal effect. This is a subset; rates above refer to the full screens.

SMILES	FLuc counter	BRCA1 expr up	NPC1 prom act	MBNL1 CUG block	uPA surface inh	VP16 counter	p53 reactivation	MLL CXXC-DNA inh	RORgamma inh	ELG1 genotox	Rab9 prom act
Cn1c(=O)c2c(ncn2CC(COCc2ccccc2Cl)OCc2ccccc2Cl)n(C)c1=O (configuration not stated)	4%	-6%	-2%	-13%	4%	-6%	-4%	2%	15%	-2%	-2%
CCCNC(=O)Nc1cc(OC)c(OC)cc1Cc1nccc2cc(OC)c(OC)cc12	0%	-36%	1%	25µM*	2%	0%	-7%	-4%	0%	8%	0%
COc1cc(OC)c2cc(C(=O)N[C@@H](Cc3ccccc3)C(=O)O)n(C)c2c1	0%	14%	0%	6%	-1%	1%	-3%	8%	-14%	1%	-1%
O=C(NCCCn1ccnc1)c1ccc(Cl)cc1	4%	-6%	-5%	-12%	0%	1%	-3%	-3%	-3%	-5%	1%
O=C(CSc1nc(=O)n(CCCN2CCOCC2)c2c1CCCC2)Nc1ccccc1Cl	-18%	-36%	3%	.	0%	.	-8%	.	.	0%	-4%
CCCCCC(C)NC(=O)c1ccoc1C (configuration not stated)	-3%	32%	0%	-15%	-9%	?	-3%	6%	1%	2%	1%
CC(=O)c1ccc(C(=O)N2CCCC(N3CCN(c4ccc(F)cc4)CC3)C2)s1 (configuration not stated)	-15%	-5%	14%	5%	2%	-9%	16%	2%	-3%	-1%	20%
CCOC(=O)c1cnn(-c2cc(C)c3ccccc3n2)c1N	8.5µM*	-3%	?	-9%	0%	?	3%	-2%	0.11µM*	7%	-31%
COc1ccc(OCC(=O)Nc2ccc3c(c2)nc(CCN2CCN(C)CC2)n3C)cc1	0%	0%	-3%	-4%	-4%	-1%	4%	13%	-4%	2%	8%
COc1ccccc1NS(=O)(=O)c1cccc(NC(=S)NCCN2CCOCC2)c1	-2%	-4%	-2%	-11%	-2%	-6%	6%	4%	-2%	0%	2%
CCC(=O)Nc1cccc(-c2nc3ccc(C)cc3o2)c1	2.4µM*	?	2.8µM*	26%	-4%	?	?	-4%	?	?	4.5µM*
O=C(CCCNC(=O)c1ccc(Cl)cc1)Nc1ccccc1C(F)(F)F	0%	-9%	2%	-7%	16%	1%	2%	?	12%	-3%	-1%
O=C(C1CCCN(S(=O)(=O)c2cccc3nsnc23)C1)N1CC=C(c2ccccc2)CC1 (configuration not stated)	2%	-50%	-1%	?	-9%	-9%	-3%	24%	?	-12%	-1%
CCOC(=O)CNc1ncnc2nc[nH]c12	-1%	-1%	-5%	9%	-1%	-7%	0%	0%	-1%	-6%	-4%
CCOC(=O)C(=CNc1cc(C)nn1-c1ccc(Cl)cc1)C(=O)OCC	13%	-45%	-4%	-2%	0%	-4%	-10%	-2%	0%	-6%	-5%
Cc1ccc(-c2noc(-c3ccccc3C(=O)NCc3ccco3)n2)cc1	5.4µM*	1%	16%	-2%	-5%	5%	3%	-4%	26%	6%	16%
c1ccc(OCc2nnc(-c3ccccc3)o2)cc1	17µM*	7.1µM*	?	-2%	-4%	5%	4%	-6%	5%	?	4µM*
Nc1nc2nc(-c3ccc(F)cc3)cc(C(F)(F)F)n2n1	-1%	-7%	-5%	27%	-1%	-2%	-1%	16%	-10%	?	-6%
Cc1cc(C)n(CCC(=O)Nc2ccc(-c3ccno3)cc2)n1	1%	16%	-3%	5%	19%	-2%	-3%	13%	-10%	1%	1%
CCOC(=O)c1c(NC(=O)c2c(C)noc2C)sc2c1CCCCC2	-1%	-15%	0%	63%[activator]	3%	-2%	-6%	0%	7%	-2%	-4%
Cc1nnc(SCC(=O)c2cc(C)n(-c3c(C)n(C)n(-c4ccccc4)c3=O)c2C)s1	1%	-2%	1%	-12%	2%	-12%	4%	-1%	-15%[10 µM]	1%	-2%
O=C(NCc1ccco1)c1ccc(-c2csnn2)cc1	-15%	-3%	12%	-8%	8%	1%	7%	-2%	10%	4%	11%
Clc1cccc(Nc2nc(-c3ccncc3)nc3ccccc23)c1	-1%	-64%	-3%	-7%	9%	-1%	-13%	-5%	-5%	2%	-3%
Cc1cc(C(=O)NNC(=O)c2ccc(Cl)cc2Cl)c(C)o1	?	72%	3%	.	-1%	.	3%	.	.	-6%	4%
COc1ccc(C(=O)NCc2ccc(Cl)cc2)cc1S(=O)(=O)N1CCCC1	-6%	-17%	2%	.	3%	.	-6%	.	.	-1%	-4%

Further compounds
SMILES	FLuc counter	BRCA1 expr up	NPC1 prom act	MBNL1 CUG block	uPA surface inh	VP16 counter	p53 reactivation	MLL CXXC-DNA inh	RORgamma inh	ELG1 genotox	Rab9 prom act
CCOc1ccccc1NC(=O)C1C2C=CC(O2)C1C(=O)O (configuration not stated)	3%	-7%	-1%	1%	-2%	11%	-5%	-7%	-18%	-2%	2%
COc1ccc(-c2oc(NC(=O)CSc3ncn[nH]3)c(C#N)c2-c2ccc(OC)cc2)cc1	-7%	-67%[inhibitor]	-6%	-1%	.	5%	-6%	0%	36%	-7%	-1%
COc1cccc(C2CC(c3ccccc3)=NN2S(=O)(=O)c2ccccc2)c1OC (configuration not stated)	-2%	-51%	-6%	-1%	4%	-2%	0%	15%	41%	-3%	-3%
COc1ccc(-c2nc(CSCC(=O)N3CCC(C(N)=O)CC3)c(C)o2)cc1OC	-2%	-9%	1%	0%	-5%	-3%	-1%	3%	15%	5%	-4%
O=C(Nc1nnc(-c2ccco2)s1)C1CCCCC1	?	0%	3.5µM*	12%	-2%	2%	?	2%	?	9%	3.2µM*
CCOC(=O)c1cc(C#N)c(SCC(=O)c2cc(C#N)c(SC)nc2C)[nH]c1=O	-7%	-26%	3%	8%	12%	20%	-2%	17%	42%	0%	29%
O=C(c1cc(COc2ccc(F)cc2Cl)on1)N1CCc2ccccc2C1	?	18%	-1%	4%	5%	-13%	1%	-5%	34%	-1%	-6%
CCOC(=O)c1[nH]c(C)c(CN(CCc2ccccc2)C(=O)CCC(=O)O)c1C	1%	1%	0%	2%	1%	-3%	6%	-11%	0%	0%	2%
Fc1ccc(OCCOCCN2CCNCC2)cc1	8%	-4%	-2%	0%	2%	-13%	.	-10%	-2%	-1%	2%
CCOC(=O)c1c(-c2ccccc2)csc1NC(=S)NC(=O)c1ccccc1	?	-74%	0%	-5%	2%	6.3µM*	-6%	2%	2.8µM*	-7%	-4%
COC(=O)Nc1nc2ccc(Sc3ccccc3)cc2[nH]1	?	0%	0%	-29%	?	?	7%	4%	6.3µM*!	?	-7%
COCCCNC(=O)c1cn(C)c(=O)c2c1c1ccccc1n2C	-3%	-34%	1%	2%	-1%	6%	1%	?	20%	0%	-2%
CN(/N=C/c1ccncc1)C1=NCCN1	-2%	-2%	-3%	-5%	6%	2%	0%	3%	-4%	0%	8%
CCOc1ccc(S(=O)(=O)N2CCCCC2)cc1NC(=O)CSCc1c(C)noc1C	2%	1%	-1%	.	4%	.	-1%	.	.	-2%	1%
O=C(CN1C(=O)c2ccccc2C1=O)Nc1cccc(Cl)c1	1%	-9%	-5%	1%	4%	2%	1%	6%	7%	1%	6%
CCN1CCN(c2nc3c(c(=O)[nH]c(=O)n3C)n2CCCSc2ncccn2)CC1	-4%	19%	0%	-14%	1%	-1%	3%	11%	-27%	3%	-10%
CC(=O)N1CCN(C(=O)c2ccc(Cl)c(NC(=O)c3cccs3)c2)CC1	-7%	8%	1%	.	-1%	.	-1%	.	.	-1%	-1%

5 of the compounds above, with bars between the fields.
SMILES | FLuc counter | BRCA1 expr up | NPC1 prom act | MBNL1 CUG block | uPA surface inh | VP16 counter | p53 reactivation | MLL CXXC-DNA inh | RORgamma inh | ELG1 genotox | Rab9 prom act
COc1ccc(-c2oc(NC(=O)CSc3ncn[nH]3)c(C#N)c2-c2ccc(OC)cc2)cc1 | -7% | -67%[inhibitor] | -6% | -1% | . | 5% | -6% | 0% | 36% | -7% | -1%
COc1cccc(C2CC(c3ccccc3)=NN2S(=O)(=O)c2ccccc2)c1OC (configuration not stated) | -2% | -51% | -6% | -1% | 4% | -2% | 0% | 15% | 41% | -3% | -3%
COc1ccc(-c2nc(CSCC(=O)N3CCC(C(N)=O)CC3)c(C)o2)cc1OC | -2% | -9% | 1% | 0% | -5% | -3% | -1% | 3% | 15% | 5% | -4%
O=C(Nc1nnc(-c2ccco2)s1)C1CCCCC1 | ? | 0% | 3.5µM* | 12% | -2% | 2% | ? | 2% | ? | 9% | 3.2µM*
CCOC(=O)c1cc(C#N)c(SCC(=O)c2cc(C#N)c(SC)nc2C)[nH]c1=O | -7% | -26% | 3% | 8% | 12% | 20% | -2% | 17% | 42% | 0% | 29%
